FBPA coupling cs = coupling enzyme interference in Giardia aldolase counter-screen. coupling enzyme system counterscreen, AmpLite Red fluorescence. activity change, negative = inhibition, % at 58.2 µM, hits read low. actives 0.67% (n = 290,000); in the data active = activity change below about -30%; also: % is scaled to controls: 0 for no effect and ±100 for the full control effect
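First, compound is pin-transferred into glyceraldehyde-3-phosphate coupling-enzyme reagent at 57.5 uM final and held 10 min at RT. Next, substrate, coupling system and AmpLite Red are added. After 20 min RT, fluorescence (525/598 nm) is read.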
Menin-MLL TR inh = menin-MLL binding inhibition, Texas Red mutant peptide | Potency, µM (titrated, usually from 61.6 µM), without a hit: top-dose FP activity change, negative = inhibition, hits mostly inhibitors | Menin + Texas Red MLL mutant peptide, fluorescence polarization | AID 1768 | O00255 | actives 0.23% (n = 270,000); active = well fitted inhibition curve with a large enough effect in the polarisation, with a control signal flat, not every such curve was filed as active; inconclusive = small, poorly fitted or top-dose-only effect, or effect the other way, or a change in a side signal; inactive = no such curve, though single readings can be large or run the other way; the % refers to the polarisation; also: potency is read from the fitted curve at half-maximal effect; % of control where 0% means no effect; many of its hits are not listed in these tables
Target sequence (O00255 whole entry, looked up): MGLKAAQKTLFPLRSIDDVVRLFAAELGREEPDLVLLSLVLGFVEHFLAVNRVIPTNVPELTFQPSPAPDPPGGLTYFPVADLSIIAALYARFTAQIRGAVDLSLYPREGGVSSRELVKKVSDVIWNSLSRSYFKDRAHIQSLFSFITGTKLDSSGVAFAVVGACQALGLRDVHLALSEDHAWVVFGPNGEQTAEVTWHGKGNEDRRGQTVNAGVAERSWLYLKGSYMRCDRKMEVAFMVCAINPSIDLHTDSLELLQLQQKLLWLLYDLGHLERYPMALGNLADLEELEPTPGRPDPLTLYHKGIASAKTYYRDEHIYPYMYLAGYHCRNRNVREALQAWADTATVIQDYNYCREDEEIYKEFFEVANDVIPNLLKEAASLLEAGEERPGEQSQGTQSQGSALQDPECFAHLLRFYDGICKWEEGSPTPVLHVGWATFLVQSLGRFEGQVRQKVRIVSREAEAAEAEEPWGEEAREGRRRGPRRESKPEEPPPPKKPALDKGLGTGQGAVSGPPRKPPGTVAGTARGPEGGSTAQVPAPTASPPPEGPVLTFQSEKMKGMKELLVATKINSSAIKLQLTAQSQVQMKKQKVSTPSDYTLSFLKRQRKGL
Starred values were filed as active, the others as inactive; ? = inconclusive; & = joins results of further samples; [ ] = dose if it differs, or a comment. Only part of the results is shown, so the mix of outcomes need not match the whole.

The line under a structure holds: FBPA coupling cs | Menin-MLL TR inh
(1) CCC1=C[C@@H]2CN(C1)Cc1c([nH]c3ccccc13)[C@@](C(=O)OC)(c1cc3c(cc1OC)N(C)[C@H]1[C@@](O)(C(=O)OC)[C@H](OC(C)=O)[C@]4(CC)C=CCN5CC[C@]31[C@@H]54)C2
 : -7 | ?
(2) COCc1cc(O)c(O)c(O)c1-c1c(COC)cc(O)c(O)c1O
 : -49* | ?
(3) COCCNc1nc(-c2cccc(NS(C)(=O)=O)c2)nc2ccccc12
 : -1 | -11%
(4) O=c1c(CCc2ccccc2)nc2cncnc2n1Cc1ccccc1
 : 1 | 1%
(5) CN(C)CC1CCn2c(c(C3=C(c4cn(C)c5ccccc45)C(=O)NC3=O)c3ccccc32)C1 (stereo not drawn)
 : 1 | ?
(6) CC(CCC#N)[N+](=O)[O-] (stereo not drawn)
 : 2 | 2%
(7) O=C(O)CCC/C=C\C[C@@H]1CO[C@H](C(F)(F)F)O[C@@H]1c1ccccc1O
 : 10 | 11%[24.8 µM]
(8) C/C=C(/C)C(=O)OC1C(OC(C)=O)[C@@]2(CO)C(O)C[C@@]3(C)C(=CCC4[C@@]5(C)CCC(OC6OC(C(=O)O)[C@@H](O[C@@H]7OC(CO)C(O)C(O)C7O)C(O)[C@H]6O[C@@H]6OC(CO)C(O)C(O)C6O)[C@](C)(CO)C5CC[C@@]43C)C2CC1(C)C (stereo partly drawn)
 : 4 | 1%
(9) CC12CCC3c4ccc(OCc5ccccc5)cc4CCC3C1CC(O)C2O (stereo not drawn)
 : -1 | 27%
(10) O=c1c(-c2cc(F)cc(F)c2)nc2cnc(Nc3ccccc3)nc2n1C[C@H]1CCCO1
 : 4 | ?
(11) N#CCCn1c(=O)c(-c2ccccc2)nc2cnc(OCc3ccccc3)nc21
 : -2 | 10%
(12) CC(C)(C)Nc1oc(-c2ccccc2)nc1-c1ccc(C(F)(F)F)cc1
 : 2 | 3%
(13) Cc1nc2cnc(Oc3cccc(Cl)c3)nc2n(C[C@H]2CCCO2)c1=O
 : -1 | -6%
(14) O=C1[C@H]2[C@H]3[C@H](O)[C@H](O)C/C(=N/OCc4ccccc4)[C@@H]3CC[C@@H]2C(=O)N1C1CCCCC1
 : 4 | -9%[11.7 µM]
(15) CC(C)=CCC/C(C)=C/CO/N=C1/C[C@@H](O)[C@@H](O)[C@@H]2[C@H]3C(=O)N(c4ccc(F)cc4F)C(=O)[C@@H]3CC[C@H]12
 : -1 | -13%[11.7 µM]
(16) CC1NC(=O)C(N)CNC(=O)C(C2CCN=C(N)N2)NC(=O)/C(=C/NC(N)=O)NC(=O)C(CNC(=O)CC(N)CCCN)NC1=O (stereo not drawn)
 : 0 | 9%
(17) CN(Cc1ccco1)c1cc(-c2ccc3c(c2)OCO3)ncn1
 : -2 | 3%
(18) COc1ccccc1CNc1ncncc1-c1cccc(C#N)c1
 : 1 | 2%
(19) CN1CC[C@@]23c4ccccc4N[C@H]1[C@]21CCN(C)[C@@H]3Nc2ccccc21
 : 1 | 1%[24.8 µM]
(20) COc1ccc(NC(=O)N2CC[C@@]3(CCCN(C(=O)c4cnccn4)C3)C2)cc1
 : 1 | -1%
(21) CCOCCOC(=O)C(C)Oc1ccc(Oc2ncc(C(F)(F)F)cc2Cl)cc1 (stereo not drawn)
 : 2 | -8%
(22) COc1cccc(-c2nc(N3CCN(C)CC3)c3ccccc3n2)c1
 : 2 | -9%
(23) COc1ccc(-c2nnc3n2N=C(c2ccccc2OC)CS3)cc1OC
 : -3 | -17%
(24) COC(=O)N1CCC2(CCN(C(=O)Nc3cccc(C#N)c3)CC2)CC1
 : 1 | -12%
(25) Nc1nc(Cl)nc2c1ncn2C1OC(CO)C(O)C1F (stereo not drawn)
 : 4 | 1%
(26) Cc1cccc(CNc2ncnc3ccc(-c4cccc(NS(C)(=O)=O)c4)cc23)c1
 : -9 | ?
(27) CNc1ccnc(-c2ccccc2OC)n1
 : 1 | 27%
(28) O=C(c1ccc(Nc2nccc(-c3cc4ccccc4s3)n2)cc1)N1CCC(N2CCCC2)CC1
 : 1 | 42%[activator]
(29) CC(C)NC(=O)N1CC[C@@]2(CCCN(C(=O)c3cnccn3)C2)C1
 : 0 | 14%
(30) Cc1cccc(CNc2ncncc2-c2ccc3c(c2)OCO3)c1
 : 3 | ?
(31) Fc1ccc(Nc2nc(-c3cccnc3)nc3ccccc23)cc1
 : 0 | -20%
(32) CC(=O)NCCNc1ncncc1-c1ccccc1CN(C)C
 : -1 | 3%
(33) COC(=O)C/C=C\[C@@H](C)[C@@H](/C=N\O[C@@H](C)CN1CCCc2nc(C)c(C)cc21)NS(=O)(=O)c1ccc(C)cc1
 : -2 | -13%[11.7 µM]
(34) CN1CCN(c2ncc3nc(-c4cn(C)c5ccccc45)c(=O)n(C[C@H]4CCCO4)c3n2)CC1
 : 1 | -6%
(35) CS/C(N)=C(C#N)/C(C#N)=C(\N)SC
 : 2 | 19%
(36) CC[C@H]1C(c2ccccc2)=NN(c2ccccc2)[C@@H]1CO
 : 0 | ?
(37) CC1(C)OC(C(O)(c2ccccc2)c2ccccc2)C(C(O)(c2ccccc2)c2ccccc2)O1 (stereo not drawn)
 : -4 | -18%[11.7 µM]
(38) COc1ccc2c(c1)O[C@@H](c1cccc(C(F)(F)F)c1)[C@H](OC(=O)Nc1cc(OC)c(OC)c(OC)c1)C2=O
 : -5 | 1%
(39) COc1cccc([C@H]2Oc3ccc(OC)cc3/C(=N\OCC[C@@H]3C=C[C@H](OC(C)=O)[C@H](COC(C)=O)O3)[C@@H]2O)c1
 : 1 | -9%[11.7 µM]
(40) COc1cccc(C2=Nn3c(nnc3-c3ccccc3OC)SC2)c1
 : -28 | ?
(41) C[C@@H]1/C=C\CC(=O)OC[C@H]2O[C@@H](C=C[C@@H]2O)[C@H](C)/C=C\CC(=O)OC[C@H]2O[C@H]1C=C[C@@H]2O
 : 2 | 8%[11.7 µM]
(42) CN(C)c1ncc2nc(-c3cn(C)c4ccccc34)c(=O)n(C[C@H]3CCCO3)c2n1
 : 2 | -2%
(43) O=C(Cc1ccc(Cl)cc1)c1c(O)cc(O)cc1O
 : 6 | ?
(44) CO[C@H]1COC(=O)CCC[C@H](C)[C@H](OC)COC(=O)C/C=C\[C@@H]1C
 : -1 | 7%[11.7 µM]
(45) COc1ccc(-n2c(=O)c(C)nc3cnc(N4CCNCC4)nc32)cc1
 : 2 | 7%
(46) COc1ccc2c(c1)O[C@@H](c1cccc(C(F)(F)F)c1)[C@H](OC(=O)N[C@H](C)C1CCCCC1)C2=O
 : 1 | 0%
(47) O=c1c(-c2cccs2)nc2cnc(N3CCNCC3)nc2n1CCc1ccccc1
 : -4 | 11%
(48) COc1ccccc1-c1nnc2n1N=C(c1c(OC)cccc1OC)CS2
 : 0 | -13%
(49) CN(C)Cc1ccccc1-c1cncnc1Nc1ccccc1
 : 3 | -1%
(50) CC/C=C\C/C=C\C/C=C\C/C=C\C/C=C\CCCCCC(=O)O
 : 0 | -9%
(51) Oc1ccc2c(c1-c1c(O)c(Br)cc3c1CCCC3)CCCC2
 : 2 | 4%
(52) COCCNc1nc(-c2ccccc2C(F)(F)F)nc2ccccc12
 : 0 | 1%
(53) O=C1N[C@@H](Cc2c[nH]c3ccccc23)C(=O)N[C@H]1Cc1c[nH]c2ccccc12
 : 3 | 16%
(54) O=c1c(-c2ccc(F)cc2)nc2cnc(Nc3ccccc3)nc2n1C[C@H]1CCCO1
 : 2 | ?
(55) O=C(N/N=C1/C[C@@H](O)[C@@H](O)[C@@H]2[C@@H]3C(=O)N(c4cccc(Oc5ccccc5)c4)C(=O)[C@H]3CC[C@@H]12)OCc1ccccc1
 : 1 | 2%[11.7 µM]
(56) O=C(c1cc(C(F)(F)F)cc(C(F)(F)F)c1)N1CCC2(CC1)CN(c1ncccn1)C2
 : 7 | -8%
(57) N[C@H](Cn1ccc(=O)c(O)c1)C(=O)O
 : 2&0 | 5%&8%[24.8 µM]
(58) CCNc1ncc2nc(C)c(=O)n(Cc3cccs3)c2n1
 : 3 | -2%
(59) O=C(c1ccncc1)N1CCC[C@@]2(CCN(c3ccccn3)C2)C1
 : 4 | 0%

Compounds from the list above that have sulfur:
The line under a structure holds: FBPA coupling cs | Menin-MLL TR inh
(3) COCCNc1nc(-c2cccc(NS(C)(=O)=O)c2)nc2ccccc12
 : -1 | -11%
(23) COc1ccc(-c2nnc3n2N=C(c2ccccc2OC)CS3)cc1OC
 : -3 | -17%
(26) Cc1cccc(CNc2ncnc3ccc(-c4cccc(NS(C)(=O)=O)c4)cc23)c1
 : -9 | ?
(28) O=C(c1ccc(Nc2nccc(-c3cc4ccccc4s3)n2)cc1)N1CCC(N2CCCC2)CC1
 : 1 | 42%[activator]
(33) COC(=O)C/C=C\[C@@H](C)[C@@H](/C=N\O[C@@H](C)CN1CCCc2nc(C)c(C)cc21)NS(=O)(=O)c1ccc(C)cc1
 : -2 | -13%[11.7 µM]
(35) CS/C(N)=C(C#N)/C(C#N)=C(\N)SC
 : 2 | 19%
(40) COc1cccc(C2=Nn3c(nnc3-c3ccccc3OC)SC2)c1
 : -28 | ?
(47) O=c1c(-c2cccs2)nc2cnc(N3CCNCC3)nc2n1CCc1ccccc1
 : -4 | 11%
(48) COc1ccccc1-c1nnc2n1N=C(c1c(OC)cccc1OC)CS2
 : 0 | -13%
(58) CCNc1ncc2nc(C)c(=O)n(Cc3cccs3)c2n1
 : 3 | -2%

3 compounds already listed, sorted by number of heavy atoms, highest first.
The line under a structure holds: FBPA coupling cs | Menin-MLL TR inh
(39) COc1cccc([C@H]2Oc3ccc(OC)cc3/C(=N\OCC[C@@H]3C=C[C@H](OC(C)=O)[C@H](COC(C)=O)O3)[C@@H]2O)c1
 : 1 | -9%[11.7 µM]
(46) COc1ccc2c(c1)O[C@@H](c1cccc(C(F)(F)F)c1)[C@H](OC(=O)N[C@H](C)C1CCCCC1)C2=O
 : 1 | 0%
(41) C[C@@H]1/C=C\CC(=O)OC[C@H]2O[C@@H](C=C[C@@H]2O)[C@H](C)/C=C\CC(=O)OC[C@H]2O[C@H]1C=C[C@@H]2O
 : 2 | 8%[11.7 µM]

Screening data: PubChem BioAssay, National Center for Advancing Translational Sciences (NCATS)
